Lipid droplet = hepatic lipid droplet formation modulation; AML12 mouse hepatocytes, oleate lipid droplets, BODIPY imaging; 0.4% of 240,000 active; AID 1656; inhibition, % at 6.5 µM;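 active = lipid droplet intensity inhibited by at least 50%, with more than 500 cells counted; inconclusive = wells with under 300 cells, treated as cytotoxic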
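Technique: fluorescence imaging, 20x objective, two fields per well / Assay system: AML12 hepatocytes (mouse) / Measure: % inhibition of lipid droplet signal / Doses: 6.5 µM single-point dosing / Incubation: overnight exposure / Reagent: 100 µM oleic acid challenge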
CSM14.1 death rescue = protection against thapsigargin-triggered cell killing – 384-well, CSM14.1, ATP luminescence, primary screen (AID 1222) | CSM14.1 thapsigargin-induced death rescue, ATP luminescence; higher % means a stronger effect | cellular ATP content (survival), % at 20 µM, or EC50 in µM where a hit was titrated | 190,000 tested, under 10 active;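 active = EC50 below 50 µM in the dose-response confirmation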;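 also: death triggered by thapsigargin at about 15 µM added after 2 h compound pretreatment; cell ATP read after overnight thapsigargin exposure of roughly 18 to 22 hours; normalized against plate controls of thapsigargin alone and 5% DMSO vehicle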
TNAP activators = stimulation of alkaline phosphatase TNAP activity – biochemical, luminescent, no phosphate acceptor, uHTS, primary screen (AID 1001); purified TNAP, luminescent activation assay, no phosphate acceptor; higher activation fold means a stronger effect; activation fold at 20 µM; hits with a dose series show EC50 in µM; 0.03% of 200,000 active; in the data active = activation fold from about 3, or a potency from the dose series; inactive = the rest, 99 in 100 with activation fold below about 1.6; also: many of its hits are not listed in these tables
UTI89 phage lysis = protection from phage-mediated lysis, alamar blue read-out – E. coli UTI89, K1F phage, bacterial capsule biogenesis inhibitors (AID 488966). 0.02% of 340,000 active. inhibition, % at 100 µM, or IC50 in µM where a hit was titrated. E. coli UTI89 K1F phage lysis, alamar blue, 2 h; higher % means a stronger effect;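 active = phage lysis inhibition, versus mean bacterial control, above a set limit; inconclusive = no clear call, values can overlap the other calls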;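 also: capsule biogenesis inhibitors block K1F phage lysis so surviving cells raise fluorescence; higher fluorescence means more inhibition of phage lysis; actives were called in the ten point dose series up to 300 µM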
human PMI inhibitors = MPI inhibition at elevated mannose 6-phosphate – biochemical, fluorescence intensity, high mannose 6-phosphate, primary screen (AID 1220). recombinant PMI enzyme, coupled fluorescence intensity; higher % means a stronger effect. one-dose inhibition, % at 20 µM; IC50 in µM for titrated hits. 0.66% of 190,000 active
WT yeast gro inh = growth inhibition of WT yeast, mitochondrial fusion screen. inhibition, % at 10 µM. mitochondrial fusion phenotypic screen, WT strain. 2.1% of 190,000 active; in the data active = inhibition above about 58%; tested in S. cerevisiae
PMI inhibitors = MPI enzyme activity inhibition – biochemical, fluorescence intensity, coupled assay, primary screen (AID 1209); purified PMI enzyme, coupled fluorescence intensity; higher % means a stronger effect; 0.42% of 190,000 active; one-dose inhibition, % at 20 µM; IC50 in µM for titrated hits;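 also: plate controls were DMSO vehicle for no effect and wells lacking substrate for full effect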
Myeloid diff MLP = compounds promoting myeloid differentiation. ER-HoxA9 myeloid progenitors, lysozyme-GFP differentiation, flow cytometry. calls only at 10 µM. 1% of 360,000 active. AID 624256;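 active = normalized GFP-positive differentiation at or above the plate's own cutoff, the solvent-only control mean plus 3 SD; inconclusive = no clear call, values can overlap the other calls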;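 also: cells exposed to compound for four days before flow analysis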
P. falciparum M1AAP = malaria alanyl aminopeptidase activity blockers – biochemical, fluorogenic H-Leu-NHMec substrate, 1536-well (AID 1445). recombinant M1AAP, H-Leu-NHMec fluorogenic kinetic assay; higher % means a stronger effect. inhibition, % at 30 µM, or IC50 in µM where a hit was titrated. 0.42% of 220,000 active;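 active = primary inhibition above the hit cutoff, then over 50% inhibition at one or more dose response concentrations, cut at about 23% in these data, passing the limit was not always enough; inconclusive = conflicting primary data, or primary hits not chosen for dose response; inactive = low primary inhibition, or under 50% at every dose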;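 also: plate controls were DMSO full reaction for no effect and no enzyme background for full effect; strong numbers were not always called active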
WT yeast gro inh mutant strain = second read-out of WT yeast gro inh, no call of its own (marks repeat the call); inhibition, %; mitochondrial fusion phenotypic screen, mutant strain inhibition
Lipid droplet cells 6.5 µM = recorded beside Lipid droplet, whose call it bears; cell count; measured here: cell count, cytotoxicity flag;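 cells counted across two imaged fields per well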
Myeloid diff MLP GFP+ MAC1+ % = also measured in Myeloid diff MLP; calls as there; GFP+ MAC1+ double positive, %; measured here: differentiation confirmed by MAC1 staining
The depositor's hits bear a star; i = inactive; ? = inconclusive; / = not tested or not shown; [ ] = dose if it differs, or a comment. Rule as the data show it, unless noted: active = inhibition above about 50%; inactive = the rest. Rows were taken by chance. About 4.6% of those tested had a hit in this group.

molecule,Lipid droplet,Lipid droplet cells 6.5 µM,CSM14.1 death rescue,TNAP activators,UTI89 phage lysis,human PMI inhibitors,WT yeast gro inh,WT yeast gro inh mutant strain,PMI inhibitors,Myeloid diff MLP,Myeloid diff MLP GFP+ MAC1+ %,P. falciparum M1AAP
CCCn1c(SCC(=O)c2[nH]c(C)c(C(C)=O)c2C)n[nH]c1=O,-10,678,/,/,0.3%,/,/,/,/,i,0.6,5%
CN1C(=S)N(c2cccnc2)C(=O)/C1=C\c1ccc(C(C)(C)C)cc1,-19,674,-2.5%,0.9,0.5%,-6%,54,31,-16%,i,0.6,1%
COc1ccccc1NC(=O)C(Sc1ccccc1)c1ccccc1 (stereo unspecified),-38,686,-1.5%,1.2,0.8%[50 µM],6%,43,29,13%,i,0.7,-10%
Cc1cc2c(nn1)CCc1nonc1-2,-3,747,-1.5%,1.1,1.0%,-7%,-16,-3,-5%,i,5.3,-3%
Nc1c(C(=O)OCC2CCCO2)c2nc3ccccc3nc2n1C1CCCC1 (stereo unspecified),1,662,0.5%,1.1,6.8%,14%,-4,5,24%,i,0.2,14%
COc1cccc(OCCSc2nc3ccccc3c(=O)[nH]2)c1,-2,642,-2.7%,1,0.5%,-6%,-2,22,-23%,i,0.3,0%
CCOC(=O)C1(CCCc2ccccc2)CCN(CC(O)CO)CC1 (stereo unspecified),28,577,-2.1%,1.1,0.8%,-9%,-9,-9,-4%,i,1.0,2%
COc1ccccc1CNC(=O)CSc1nc(C)cs1,-3,681,-0.5%,1.1,0.0%,-2%,-1,-1,-5%,i,1.6,1%
CC(=O)Nc1cccc(-c2cn3ccc(C)cc3n2)c1,-13,623,-2.6%,1,-0.1%,-4%,12,9,4%,i,0.3,0%
O=C(NC1CCCC1)C(NS(=O)(=O)c1ccc(Br)s1)c1ccccc1 (stereo unspecified),6,635,17%,1.1,4.8%,10%,-1,-7,18%,i,0.7,1%
CCOC(=O)c1[nH]c2ccc(OC)cc2c1NC(=S)N1CCN(C(=O)OCC)CC1,3,663,9.9%,0.9,0.2%,2%,-5,11,0%,i,0.0,9%
C=CCn1c(C)cc(C(=O)COC(=O)CNC(=O)c2ccccc2)c1C,/,/,-2.9%,1.1,3.0%[50 µM],2%,16,-1,3%,i,0.5,1%
COc1ccc(CN(CC2CCC(C(=O)O)CC2)C(=S)Nc2ccc(C)c(Cl)c2)cc1 (stereo unspecified),7,658,-10%,1.1,0.2%,3%,24,-14,10%,i,1.1,3%
O=C(Cn1nnc(-c2cc(Cl)ccc2-n2cnnn2)n1)N1CCCc2ccccc21,-5,691,-1.9%,1.1,1.5%,10%,8,16,7%,i,0.8,4%
O=C(CSc1nc2ccccc2c(=O)n1CCCN1CCOCC1)NC12CC3CC(CC(C3)C1)C2,3,692,-2.7%,1.1,0.1%,5%,16,5,-2%,i,0.1,1%

Single records, as listed above. Values in the order: Lipid droplet | Lipid droplet cells 6.5 µM | CSM14.1 death rescue | TNAP activators | UTI89 phage lysis | human PMI inhibitors | WT yeast gro inh | WT yeast gro inh mutant strain | PMI inhibitors | Myeloid diff MLP | Myeloid diff MLP GFP+ MAC1+ % | P. falciparum M1AAP
Entry for `O=C(NC1CCCC1)C(NS(=O)(=O)c1ccc(Br)s1)c1ccccc1` (stereo unspecified) : 6 | 635 | 17% | 1.1 | 4.8% | 10% | -1 | -7 | 18% | i | 0.7 | 1%
Entry for `CCCn1c(SCC(=O)c2[nH]c(C)c(C(C)=O)c2C)n[nH]c1=O` : -10 | 678 | / | / | 0.3% | / | / | / | / | i | 0.6 | 5%

Next section:
molecule,Lipid droplet,Lipid droplet cells 6.5 µM,CSM14.1 death rescue,TNAP activators,UTI89 phage lysis,human PMI inhibitors,WT yeast gro inh,WT yeast gro inh mutant strain,PMI inhibitors,Myeloid diff MLP,Myeloid diff MLP GFP+ MAC1+ %,P. falciparum M1AAP
COc1ccc(NC(=O)c2cc3nc(-c4ccccc4)cc(-c4ccccc4)n3n2)c(OC)c1,/,/,-2.2%,1.1,1.6%,18%,3,30,15%,i,1.2,3%
Nc1c2c(nc3ccc(Br)cc13)N(Cc1ccccc1)CC2,-44,540,-3.9%,1.2,5.9%,-2%,24,0,13%,i,0.6,-1%
CCCn1ncc(OC)c(Cl)c1=O,/,/,-2.6%,1.1,4.6%,6%,6,40,-2%,i,1.0,0%
CC(N)c1ccc(Cl)cc1Cl (stereo unspecified),8,671,-0.7%,1.1,4.8%,-1%,-16,1,12%,i,0.3,4%
Cc1ccc(NC(=O)/C(C#N)=C/c2cc(C)n(-c3ccc(N4CCOCC4)c([N+](=O)[O-])c3)c2C)c(C)c1,/,/,1.7%,1.1,2.2%,-3%,3,10,13%,i,0.3,0%
COc1ccc(N2C(=O)CC(C3CCCO3)C2=O)cc1 (stereo unspecified),-1,746,-1.1%,1,0.6%,-4%,14,-1,4%,i,0.1,-3%
O=C(NNc1c(Cl)cccc1Cl)c1ccno1,-8,727,/,/,0.3%,/,/,/,/,i,0.3,1%
Cc1c(Cl)cccc1NC(=O)CN1CCN(CCN=CC2=C(O)CC(c3ccccc3)CC2=O)CC1 (stereo unspecified),10,781,0.1%,1,0.4%,5%,-14,33,4%,i,0.2,21%
O=C(CSc1nc2c(c(=O)n1-c1ccccc1)SCC2)N1CCOCC1,-8,681,/,1,0.3%,9%,0,-3,9%,i,3.3,18%
NC(=O)c1ccccc1NC(=O)Nc1ccc(F)c(Cl)c1,2,656,-0.9%,0.9,1.1%,5%,15,17,6%,i,0.2,0%
CCCCOC(=O)Cc1c(O)c2ccccc2[nH]c1=O,/,/,-0.6%,1.1,0.1%,-13%,8,-7,-7%,i,0.2,5%
O=C(Nc1ccc2c(c1)OCO2)c1cccc(F)c1,-10,671,-2.5%,1,0.2%,-6%,9,10,-6%,i,1.6,2%
O=C(CNC(=O)c1cccc(Br)c1)N/N=C/c1ccc[nH]1,/,/,-0.4%,1,0.1%,30%,-14,-10,-32%,i,0.2,12%
O=C(c1cc(-c2ccccc2)nc2ccccc12)N1CCN(c2ccccn2)CC1,-20,664,/,1,0.4%,11%,8,-26,16%,i,1.4,7%
O=C(NCCn1ccc2ccccc21)c1ccc(S(=O)(=O)N2CCOCC2)cc1,12,680,-2.4%,1.1,2.1%,2%,11,8,5%,i,0.6,8%
N#Cc1c(SCC(N)=O)nc(-c2ccccc2)c2c1CCCC2,/,/,0.4%,1.1,1.3%,0%,9,12,-3%,i,0.7,7%
CCOc1cc(N2CCOCC2)c(OCC)cc1NC(=O)CSc1n[nH]c(N)n1,9,721,-0.6%,1.1,-0.4%,37%,7,-2,17%,i,0.3,9%
COc1ccc(-c2nc(SC(CC(=O)NCc3ccccc3)c3ccc(OC)c(OC)c3)n[nH]2)cc1 (stereo unspecified),-5,609,2.5%,0.8,-0.2%,3%,-2,13,11%,i,0.1,2%
COc1ccc(-n2c(C)cc(C(=O)CSc3nnc(-c4ccoc4C)n3C)c2C)cc1,/,/,2.0%,1.1,5.5%,4%,9,-14,-3%,i,0.8,1%
O=C(/C=C/c1ccco1)NCc1ccc2c(c1)OCO2,8,727,0.0%,1,0.1%,17%,4,5,17%,i,0.6,7%
Cn1c(=O)c2c3c(sc2n2c(SCc4ccc5c(c4)OCO5)nnc12)COC(C)(C)C3,/,/,1.5%,1.1,/,2%,/,/,-2%,/,/,/
CC1CCc2nn(CC(=O)NCc3ccc4c(c3)OCO4)cc2C1 (stereo unspecified),-35,735,-2.5%,1.1,8.5%,5%,8,4,5%,i,1.1,8%
COc1ccc(-n2c(SCc3ccc([N+](=O)[O-])cc3)nnc2-c2ccc(C)cc2)cc1,-4,551,-2.5%,1.1,6.8%,4%,43,17,13%,i,0.1,-1%
Fc1ccccc1COc1ccc(/C=N/NC(=S)NCc2ccccc2)cc1,-15,715,7.6%,1,0.0%,8%,8,0,4%,i,0.5,-3%
CC(=O)N1CCN(c2ccc(S(C)(=O)=O)cc2[N+](=O)[O-])CC1,7,674,-1.3%,1.1,0.5%,2%,-4,-15,-1%,i,0.7,0%
CC(=O)N1N=C(c2ccco2)CC1c1ccc(C)cc1 (stereo unspecified),3,721,-1.0%,1,0.1%,0%,1,3,-7%,i,0.6,-2%
COc1ccc(CCNC(=O)Cn2cc(C(F)(F)F)cc(Cl)c2=O)cc1,16,655,-2.3%,1.2,0.0%,-32%,8,-3,-38%,i,0.3,-4%
CCCn1c(C)cc(C(=O)COC(=O)c2cc(S(=O)(=O)NCC(C)C)c(Cl)cc2Cl)c1C,-13,775,-1.1%,1,0.1%,7%,4,-13,11%,i,0.4,13%
Cc1cc2c(=O)n(Cc3ccco3)c(SCC(=O)c3ccc(Cl)s3)nc2s1,-8,767,-2.6%,1,-0.1%,-4%,4,16,3%,?,/,2%

Grouped by structure: the entries above containing an NH in an aromatic ring.
molecule,Lipid droplet,Lipid droplet cells 6.5 µM,CSM14.1 death rescue,TNAP activators,UTI89 phage lysis,human PMI inhibitors,WT yeast gro inh,WT yeast gro inh mutant strain,PMI inhibitors,Myeloid diff MLP,Myeloid diff MLP GFP+ MAC1+ %,P. falciparum M1AAP
CCCn1c(SCC(=O)c2[nH]c(C)c(C(C)=O)c2C)n[nH]c1=O,-10,678,/,/,0.3%,/,/,/,/,i,0.6,5%
COc1cccc(OCCSc2nc3ccccc3c(=O)[nH]2)c1,-2,642,-2.7%,1,0.5%,-6%,-2,22,-23%,i,0.3,0%
CCOC(=O)c1[nH]c2ccc(OC)cc2c1NC(=S)N1CCN(C(=O)OCC)CC1,3,663,9.9%,0.9,0.2%,2%,-5,11,0%,i,0.0,9%
CCCCOC(=O)Cc1c(O)c2ccccc2[nH]c1=O,/,/,-0.6%,1.1,0.1%,-13%,8,-7,-7%,i,0.2,5%
O=C(CNC(=O)c1cccc(Br)c1)N/N=C/c1ccc[nH]1,/,/,-0.4%,1,0.1%,30%,-14,-10,-32%,i,0.2,12%
CCOc1cc(N2CCOCC2)c(OCC)cc1NC(=O)CSc1n[nH]c(N)n1,9,721,-0.6%,1.1,-0.4%,37%,7,-2,17%,i,0.3,9%
COc1ccc(-c2nc(SC(CC(=O)NCc3ccccc3)c3ccc(OC)c(OC)c3)n[nH]2)cc1 (stereo unspecified),-5,609,2.5%,0.8,-0.2%,3%,-2,13,11%,i,0.1,2%

From PubChem
